Compound activity deposited in PubChem by The Scripps Research Institute Molecular Screening Center.
CHO parental Ca = ATP-evoked calcium signal inhibitors, parental CHO, primary screen, counter-screen for OX1R antagonist project, cell-based, fluorescence, Fluo-8 calcium dye | parental CHO-K1, ATP-induced calcium, Fluo-8 fluorescence | inhibition, % at 5.6 µM | 330,000 tested, 0.63% active | AID 463079, 2010;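 active = inhibition above that plate's mean sample inhibition plus 3 SD, cut at about 26% in these data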;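 note: 0% = ATP-challenged DMSO wells and 100% = DMSO wells without ATP; some compounds past the cut are filed as inactive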
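Assay system: parental CHO cells; Read-out basis: percent inhibition of ATP-evoked calcium rise, normalized to controls; Benchmarks: ATP and no-ATP DMSO wells; Compound dosing: single nominal dose of 5.6 µM per compound; Signal: Fluo-8 calcium dye fluorescence; Also added: ATP as calcium-mobilizing challenge; Repeats: singlicate.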
OXTR ag = human OXTR agonists, primary screen, fluorescence, CHO-OTR cells, Fluo-8 calcium; Oxytocin receptor (Homo sapiens), P30559; Fluo-8 calcium fluorescence; normalized: DMSO 0%, oxytocin 100%; activation, % at 3 µM; 320,000 tested, 0.32% active;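 active = activation above the mean of all tested compounds plus 3 SD, cutoff set per screening run, cut at about 20% in these data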;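 note: peak over basal fluorescence ratio from a 100 s FLIPR kinetic read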
Target sequence (P30559 whole entry, looked up): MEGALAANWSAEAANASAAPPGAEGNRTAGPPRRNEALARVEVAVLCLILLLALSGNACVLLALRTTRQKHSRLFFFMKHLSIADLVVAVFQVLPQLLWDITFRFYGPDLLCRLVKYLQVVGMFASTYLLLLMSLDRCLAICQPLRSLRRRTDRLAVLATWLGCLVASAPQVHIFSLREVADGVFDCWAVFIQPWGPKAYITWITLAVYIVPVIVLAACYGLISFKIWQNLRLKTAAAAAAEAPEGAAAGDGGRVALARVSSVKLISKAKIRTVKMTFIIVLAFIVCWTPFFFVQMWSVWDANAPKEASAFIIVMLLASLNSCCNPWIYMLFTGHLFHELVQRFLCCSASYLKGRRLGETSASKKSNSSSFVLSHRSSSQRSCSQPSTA
M1 PAM = human M1 muscarinic receptor positive allosteric modulators, primary screen, CHO-K1 cells, Fluo-8 calcium fluorescence, 1536-well; Muscarinic acetylcholine receptor M1 (Homo sapiens), P11229; CHO-K1 hM1, ACh EC20; 0% = ACh EC20, 100% = maximal ACh; activation, % at 3 µM; 360,000 tested, 0.088% active; in the data active = activation above about 19%, passing the limit was not always enough
CHRM1 antagonist = human M1 muscarinic receptor antagonists, primary screen, CHO-K1 cells, Fluo-8 calcium fluorescence, 1536-well; CHO-K1 hM1, ACh EC80 antagonist; inhibition, % at 3 µM; Muscarinic acetylcholine receptor M1 (Homo sapiens), P11229; 360,000 tested, 1.3% active;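 active = percent inhibition above its own plate's cutoff, namely the mean of that plate's compound wells plus 3 SD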;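 note: peak over basal fluorescence ratio during 140 s after agonist addition; 0% = ACh EC80 plus DMSO and 100% = DMSO alone without agonist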
V1R ag counter = agonists of human V1a receptor, primary screen, counter-screen for OXTR agonist project, fluorescence, CHO-V1R cells; Fluo-8 calcium fluorescence, agonist mode; 0% DMSO, 100% 3 nM vasopressin; 320,000 tested, 0.25% active; activation, % at 3 µM;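 active = activation above the mean activation of all tested compounds plus 3 SD, per screening run, cut at about 20% in these data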;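 note: signal is peak over basal fluorescence ratio across a 100 second FLIPR read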
Target sequence (P37288 whole entry, looked up): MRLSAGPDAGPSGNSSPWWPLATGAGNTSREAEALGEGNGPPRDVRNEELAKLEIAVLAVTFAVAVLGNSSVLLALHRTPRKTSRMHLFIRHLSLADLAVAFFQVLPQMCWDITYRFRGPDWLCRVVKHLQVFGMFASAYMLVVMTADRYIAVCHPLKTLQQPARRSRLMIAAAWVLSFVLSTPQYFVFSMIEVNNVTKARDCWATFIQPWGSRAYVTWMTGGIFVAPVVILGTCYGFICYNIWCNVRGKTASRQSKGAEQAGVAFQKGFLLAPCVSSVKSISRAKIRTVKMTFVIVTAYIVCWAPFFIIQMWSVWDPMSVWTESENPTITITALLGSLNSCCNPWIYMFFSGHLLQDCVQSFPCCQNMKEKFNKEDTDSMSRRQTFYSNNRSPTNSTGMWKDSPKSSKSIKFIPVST
TAAR1 antag = human TAAR1 antagonists, primary screen, Fluo-8 calcium fluorescence, CHO RD-HGA16 cells | inhibition, % at 3 µM | 360,000 tested, 1.5% active | Trace amine-associated receptor 1 (Homo sapiens), Q96RJ0 | antagonist;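 active = inhibition above a per-plate cutoff, the mean inhibition of test compounds on that plate plus 3 SD, cut at about 49% in these data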;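 note: 0% = DMSO plus EC80 beta-PEA response and 100% = DMSO alone without agonist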
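test system = CHO RD-HGA16 cells bearing hTAAR1 | replication = singlicate | controls = DMSO-only wells and EC80 β-PEA-stimulated wells | reagent = EC80 β-phenethylamine stimulus | read-out basis = percent inhibition of PEA-evoked calcium signal, max/basal emission ratio | schedule = seeding 17-24 h prior, 75-min 37 °C, 30-min RT dye loading | signal = kinetic Fluo-8 calcium fluorescence measurement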
CHRM1 agonist = human M1 muscarinic receptor agonists, primary screen, Fluo-8 calcium fluorescence, CHO-K1 cells, HTS. activation, % at 3 µM. CHO-K1 hM1, agonist mode; 0% DMSO, 100% acetylcholine EC100. 360,000 tested, 0.33% active;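 active = activation above the run's mean compound activation plus 3 SD, cut at about 16% in these data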;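 note: peak over basal fluorescence ratio within a 140 s kinetic read after compound addition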
TAAR1 agonist = human TAAR1 agonists, primary screen, Fluo-8 calcium fluorescence, CHO RD-HGA16 cells. 360,000 tested, 0.99% active. activation, % at 3 µM. Trace amine-associated receptor 1 (Homo sapiens), Q96RJ0. vehicle wells 0%, saturating PEA agonist 100%;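 active = activation above the mean activation of all test compounds in the run plus 3 SD, cut at about 38% in these data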
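Test system: RD-HGA16 (CHO) cells co-expressing Gα16 and hTAAR1; dosing: one-point dosing at 3 µM (nominal); timing: 17-24 h seeding, 75 min 37 °C dye, 30 min RT; signal: kinetic Fluo-8 calcium fluorescence; read-out basis: % activation relative to PEA EC100 response; controls: DMSO and PEA EC100; replicates: n 1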
OXTR potentiate = human OXTR potentiators, primary screen, fluorescence, CHO-OTR cells, Fluo-8 calcium; 320,000 tested, 0.061% active; Oxytocin receptor (Homo sapiens), P30559; AID 2445, 2010; Fluo-8 calcium fluorescence, potentiator mode; 0% = oxytocin EC15, 100% = EC100; activation, % at 3 µM;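 active = activation above that plate's cutoff, the mean activation of tested compounds plus 3 SD, cut at about 6.6% in these data, passing the limit was not always enough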;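 note: 100% uses oxytocin at 75 nM as the full agonist control; some results filed as inactive read as strong as hits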
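Measured by – Fluo-8 calcium dye fluorescence · Test system – human OTR in CHO cells · Dosing – one concentration, 3.0 µM compound · Controls – EC15 oxytocin alone as 0%, 75 nM oxytocin as 100% · Evaluation – normalized max/min fluorescence ratio, % activation · Timing – 6 min pre-incubation, 100 s read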
* marks the source's active call; other numbers are inactive results; nt = no result given.

SMILES | CHO parental Ca | OXTR ag | M1 PAM | CHRM1 antagonist | V1R ag counter | TAAR1 antag | CHRM1 agonist | TAAR1 agonist | OXTR potentiate
Cc1ccccc1NC(=O)COc1coc(CN2CCCc3ccccc32)cc1=O | -9 | 2.8 | 26* | -9 | 3.8 | -40 | -1 | 9 | -9
CN(CC(=O)Nc1ccccc1C(=O)N1CCCC1)S(=O)(=O)c1ccc(Br)cc1 | -2 | 1.3 | 0 | -9 | 0.7 | -7 | 0 | 7 | -6
CC(C)(C)N=Cc1c(O)ccc2oc3c(c12)CCCC3 | -4 | 0.2 | 8 | -1 | 0.7 | -12 | -4 | 0 | -3
CC[C@@]1(c2cccc(C)c2)C(=O)N(C(=O)OC)N1C(=O)OC | -2 | -0.5 | 9 | -2 | 1.8 | 1 | -4 | 11 | -3
COc1cc(S(=O)(=O)N2CCOCC2)cc(C(=O)NCC(c2cccs2)N2CCOCC2)c1OC (configuration not stated) | -13 | 2.2 | 10 | -13 | 0.0 | -2 | -3 | 4 | -8
Cc1ccc(NC(=O)CSCC(=O)O)cc1 | 7 | 0.6 | 1 | -1 | 0.1 | 18 | -2 | 3 | -2
Cc1occc1C(=O)NCc1cccc(CNC(=O)c2ccoc2C)c1 | -2 | -1.6 | 7 | -3 | 0.7 | nt | 1 | nt | -17
c1ccc(Sc2ncnc3c2oc2ccccc23)cc1 | -18 | -2.0 | 5 | -13 | 0.2 | nt | 5 | nt | -9
c1ccc2c(c1)COC(CN1CCCCC1)OC2 | -8 | 1.2 | -1 | 1 | 2.5 | -11 | -15 | 10 | 12
CC1CCN(C(=O)COC(=O)c2ccc([N+](=O)[O-])o2)CC1 | -3 | 2.6 | 9 | -1 | 0.6 | -6 | -2 | 2 | 0
O=C(Nc1ccccc1Oc1ccccc1)c1cc([N+](=O)[O-])ccc1Cl | -26 | -3.1 | -4 | 4 | -1.2 | 10 | -9 | 3 | -5
O=C(O)C=C1C2CC3CC(C2)CC1C3 | -3 | 4.1 | 10 | -10 | 0.9 | 7 | -5 | 0 | -2
Cc1occc1-c1nnc(SCC(=O)Nc2nccs2)n1Cc1ccco1 | -12 | -0.5 | -5 | -12 | 0.9 | 14 | 0 | 5 | -7
Cc1ccccc1N1OC2C(=O)N(c3ccc(F)cc3)C(=O)C2C1c1ccccn1 (configuration not stated) | -16 | -1.7 | -3 | -12 | 0.0 | 11 | -7 | 5 | -6
C/C(CCC1CC(C)OC1=O)=N\NC(N)=O (configuration not stated) | -7 | -0.1 | 9 | -13 | 0.9 | -7 | -4 | 2 | -6
COc1ccccc1N1C(=S)NC2CS(=O)(=O)CC21 (configuration not stated) | -5 | 1.0 | 6 | -5 | -0.4 | 2 | -2 | 1 | -11
COc1cccc(CN2CCN(Cc3cc(OC)c(OC)cc3OC)CC2)c1 | -20 | 0.3 | 2 | -6 | -0.8 | -3 | -8 | 3 | -8
Cc1nn(CCOc2ccccc2)c(=O)n1-c1cccc(F)c1 | -7 | 1.3 | 3 | -1 | -0.4 | -12 | -4 | 5 | 1
COc1cc(OC)cc(C(=O)NCC(=O)OCC(=O)C(C)(C)C)c1 | -8 | -0.2 | 4 | -6 | 0.5 | -6 | -4 | 3 | -9
CN1C(=O)/C(=C/c2ccco2)SC1=Nc1cccc(C(=O)O)c1 | -10 | 1.2 | 17 | -9 | 0.5 | nt | -8 | nt | -5
COc1ccc(Cn2nnnc2C(c2ccncc2)N2CCOCC2)cc1 (configuration not stated) | 2 | -1.0 | 1 | -1 | 1.7 | -14 | -4 | 16 | -1
COc1ccc(-n2c(Cc3cccn3C)nnc2SCC(N)=O)cc1 | 10 | 1.4 | -11 | 17 | 1.4 | -1 | 0 | 0 | -8
Cc1nn(-c2ccccc2)c(C)c1C(=O)OCC(=O)c1c(N)n(CC(C)C)c(=O)n(C)c1=O | 26 | 11 | 2 | 6 | 13 | 20 | 5 | 15 | -24
CN(Cc1ccccc1)C(=O)c1ccc(NC(=O)Cc2ccc(NC(=O)C3CCCN(C(=O)C4CCC4)C3)cc2)cc1 (configuration not stated) | nt | nt | 5 | -7 | nt | 7 | -6 | -1 | nt
Cc1ccc(Cn2c(SCC(=O)NCc3ccco3)nc3ccsc3c2=O)cc1 | -3 | -1.8 | -2 | -2 | -1.3 | -16 | -6 | 15 | -3
COc1ccccc1NS(=O)(=O)c1ccc(N/N=C/C=C/c2ccccc2[N+](=O)[O-])c([N+](=O)[O-])c1 | -5 | 3.0 | 11 | -7 | 0.3 | 1 | -2 | 4 | -10
Cc1sc2ncn(CC(=O)NCc3ccco3)c(=O)c2c1-c1ccccc1 | -17 | -2.8 | 7 | -8 | -0.7 | 8 | -5 | 4 | -9
Cc1ccc(C(C(=O)NC2CCCCC2)N(Cc2ccco2)C(=O)Cc2c[nH]c3ccccc23)o1 (configuration not stated) | -15 | -1.9 | 4 | 4 | -0.1 | 32 | -3 | 8 | -4
CCOc1ccc(CC(=O)NCCS(=O)(=O)N2CCN(c3ccccc3)CC2)cc1 | -12 | -0.1 | 4 | -1 | 2.7 | -6 | -1 | 0 | -7
O=C(CSc1nnc(-c2ccccc2)o1)Oc1ccc(Br)cc1 | -9 | 2.7 | 5 | -3 | 1.1 | -14 | -2 | 18 | 7
O=C(CCC(=O)N(CC(=O)NC1CCCC1)Cc1ccc2c(c1)OCO2)Nc1nccs1 | 2 | 0.0 | nt | nt | 0.1 | -14 | nt | 1 | -6
O=C(Nc1cccc2ncccc12)c1ccccc1F | nt | nt | -1 | -1 | nt | -6 | -2 | 3 | nt
Nc1cc(S(=O)(=O)Nc2cc(Cl)ccc2Cl)ccc1N1CCOCC1 | -1 | 8.9 | 9 | -7 | 9.1 | 15 | 3 | 4 | -9
CC(C)(C)c1ccc(C(=O)NCC(=O)N/N=C/c2cccs2)cc1 | 3 | -0.2 | 9 | -10 | 2.1 | 7 | -5 | 23 | -3
COc1cc(NS(C)(=O)=O)c(OC)cc1NC(=O)c1ccccc1 | -9 | 0.6 | 12 | -6 | 1.1 | -3 | -1 | 1 | -9
COc1ccc(CC(=O)Nc2ccc(C(C)=O)cc2)cc1 | -4 | 0.1 | 6 | 0 | 0.9 | 7 | 0 | 0 | -11
O=C(CSc1nnc(-c2ccc(F)cc2)o1)N1CCCCC1 | -20 | 0.1 | 2 | 4 | 1.0 | -17 | 1 | 5 | -3
Cc1ccc2cc(C)c(Sc3nnnn3-c3ccccc3)nc2c1 | 0 | -0.8 | 8 | -7 | 1.1 | -6 | -5 | 5 | -8
Cc1ccc(S(=O)(=O)N2CCCCC2CCNC(=O)C(=O)NCc2cccnc2)cc1 (configuration not stated) | -10 | -0.9 | 1 | -6 | 0.0 | 4 | -7 | -1 | -1
O=C(Cc1ccc(Cl)cc1)Nc1ccc(SC(F)F)cc1 | 18 | 1.2 | -8 | 0 | 3.7 | 55* | -5 | 3 | -3
CC(NCc1ccc(OCc2ccc(Cl)cc2)cc1)C(O)c1ccccc1 (configuration not stated) | 34 | 19 | 0 | 13 | 6.7 | 26 | 4 | 52* | -12
Cc1ccc(NC(=O)COC(=O)CCC(=O)c2cccs2)cc1S(=O)(=O)N1CCOCC1 | -15 | 4.4 | 2 | -5 | 3.7 | -6 | -1 | 10 | -3
O=C(COc1cccnc1[N+](=O)[O-])Nc1cccc(S(=O)(=O)N2CCOCC2)c1 | 3 | -0.4 | 12 | -4 | 1.0 | 6 | -12 | 0 | -8
CCc1ccc(N2CC(C(=O)OCC(=O)Nc3ccc(C#N)cc3)CC2=O)cc1 (configuration not stated) | -13 | 3.3 | 0 | 3 | 4.0 | -8 | -3 | 11 | -6
N#CCCn1ncc2ccccc21 | -8 | -0.1 | 3 | 13 | -0.1 | 4 | -2 | 0 | -9

In the list so far, 2 have a cyano group.
SMILES | CHO parental Ca | OXTR ag | M1 PAM | CHRM1 antagonist | V1R ag counter | TAAR1 antag | CHRM1 agonist | TAAR1 agonist | OXTR potentiate
CCc1ccc(N2CC(C(=O)OCC(=O)Nc3ccc(C#N)cc3)CC2=O)cc1 (configuration not stated) | -13 | 3.3 | 0 | 3 | 4.0 | -8 | -3 | 11 | -6
N#CCCn1ncc2ccccc21 | -8 | -0.1 | 3 | 13 | -0.1 | 4 | -2 | 0 | -9

Next results.
SMILES | CHO parental Ca | OXTR ag | M1 PAM | CHRM1 antagonist | V1R ag counter | TAAR1 antag | CHRM1 agonist | TAAR1 agonist | OXTR potentiate
Cc1ccccc1CNC(=O)C(=O)NCC1OCCCN1S(=O)(=O)c1ccc(F)cc1C (configuration not stated) | -21 | 5.3 | 7 | -12 | 9.9 | -18 | -1 | 2 | -9
COc1cccc(-c2cccc(NC(=O)C3CCN(Cc4cnn(C)c4)CC3)c2)c1 | -7 | 1.5 | 6 | -9 | 1.2 | -6 | -6 | 0 | -2
CC1CCCCC12NC(=O)N(CC(=O)NCCc1ccccn1)C2=O (configuration not stated) | -5 | -0.2 | 10 | -11 | 1.1 | 2 | -2 | 3 | -10
CCOC(=O)c1c(C)[nH]c(C(=O)COC(=O)c2ccco2)c1C | -1 | 3.0 | 1 | -11 | 1.4 | -9 | -3 | 3 | 1
CCC(=O)N1CCc2cc(S(=O)(=O)CCC(=O)NCc3ccc(OC)cc3)ccc21 | -22 | 1.0 | 7 | -14 | 0.9 | -5 | -2 | 0 | -6
Cc1ccccc1C1C(C#N)=C(N)N(N(C)C)C2=C1C(=O)CC(C)(C)C2 (configuration not stated) | -10 | -1.4 | 3 | -15 | -0.2 | -25 | -6 | 3 | -1
COc1cc(CNC(=O)c2ccccc2NC(=O)C2=C(C)OCCS2)cc(OC)c1OC | -12 | -1.8 | 3 | -1 | -1.3 | -3 | -1 | 3 | -5
